C-LANA FP: inhibitors of KSHV C-LANA binding to DNA, primary screen, biochemical, fluorescence polarization, FAM-LBS DNA, MBP-C-LANA, single point | inhibition, % at 9 µM | Kaposi's sarcoma herpesvirus LANA C-terminal domain (residues 932-1162) DNA binding | actives 0.078% (n = 340,000);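 active = highest replicate inhibition at or above 60% at 9 µM, even if other replicates fall short; inactive = all replicates below 60% inhibition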;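 also: 0% = neutral control wells and 100% = 4 µM acridine orange control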
PKA-R2B act: activators of PKA-R2B holoenzyme, primary screen, biochemical, fluorescence polarization, Cy5-IP20, human. PKA-R2B holoenzyme dissociation; R2B truncated from residue 108, S112A mutant; 0% DMSO only, 100% 113 µM cGMP. AID 504700, 2011. activation, % at 11.4 µM. actives 0.079% (n = 340,000);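 active = activation above a cutoff set at the mean over all compounds plus 3 SD, cut at about 18% in these data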;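 also: higher means more holoenzyme dissociation and a rise in polarization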
Keap1 Nrf2 FP: Keap1-Nrf2 protein-protein interaction inhibitors, primary screen, biochemical, fluorescence polarization, single point. Keap1 Kelch-Nrf2 peptide fluorescence polarization, 1536-well. actives 0.15% (n = 340,000). inhibition, % at 9.4 µM. Kelch-like ECH-associated protein 1 (Homo sapiens), Q14145; in the data active = inhibition above about 12%;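 also: human Keap1 Kelch domain with fluorescein labeled Nrf2 9mer peptide probe; 0% = neutral control wells and 100% = peptide positive control; higher means more block of Keap1 binding to Nrf2 peptide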
cardiac RTF act: cardiac RTF calcium sensitivity activators, primary screen, biochemical, IANBD-TnC fluorescence, EC20 calcium; Troponin I, cardiac muscle (Homo sapiens) + Troponin T, cardiac muscle (Homo sapiens) + …; IANBD-labeled TnC RTF fluorescence at EC20 calcium; 0% EC20 calcium, 100% full calcium; activation, % at 7.2 µM; actives 0.24% (n = 340,000); AID 493008, 2010;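 active = activation above the mean over all tested compounds plus 3 SD, cut at about 30% in these data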;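 also: rise in fluorescence read as greater calcium sensitivity of cardiac thin filaments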
SR-BI DiI-HDL act: activators of SR-BI mediated DiI-HDL uptake, primary screen, ldlA[mSR-BI] CHO cells, DiI fluorescence | 3 h; 100 = double the neutral-control signal | activation, % at 12.5 µM | actives 0.096% (n = 320,000);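 active = mean replicate activation of at least 60% and every replicate at or above 60%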;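 also: 0% = median plate neutral-control signal and 100% = twice that signal; values of inactives mirror those of a sister screen read the other way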
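Assay system: CHO ldlA[mSR-BI] cells, LDL receptor-null, SR-BI overexpressing; medium: Ham's F12 with 0.5% BSA, HEPES 25 mM, pH 7.4; also added: DiI-HDL 10 µg/mL; timing: 3 h uptake period with compound, 37 °C; signal: DiI fluorescence, bottom read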
DAGLB inhibitor: DAGLB lipase inhibitors, primary screen, biochemical, fluorescence, HTS | inhibition, % at 5.17 µM | actives 0.059% (n = 340,000) | HEK293T DAGLB membrane lysate, EnzChek fluorogenic substrate; in the data active = inhibition above about 34%;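 also: 0% = enzyme with vehicle and 100% = wells lacking enzyme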
Target sequence (Q8NCG7 whole entry, looked up): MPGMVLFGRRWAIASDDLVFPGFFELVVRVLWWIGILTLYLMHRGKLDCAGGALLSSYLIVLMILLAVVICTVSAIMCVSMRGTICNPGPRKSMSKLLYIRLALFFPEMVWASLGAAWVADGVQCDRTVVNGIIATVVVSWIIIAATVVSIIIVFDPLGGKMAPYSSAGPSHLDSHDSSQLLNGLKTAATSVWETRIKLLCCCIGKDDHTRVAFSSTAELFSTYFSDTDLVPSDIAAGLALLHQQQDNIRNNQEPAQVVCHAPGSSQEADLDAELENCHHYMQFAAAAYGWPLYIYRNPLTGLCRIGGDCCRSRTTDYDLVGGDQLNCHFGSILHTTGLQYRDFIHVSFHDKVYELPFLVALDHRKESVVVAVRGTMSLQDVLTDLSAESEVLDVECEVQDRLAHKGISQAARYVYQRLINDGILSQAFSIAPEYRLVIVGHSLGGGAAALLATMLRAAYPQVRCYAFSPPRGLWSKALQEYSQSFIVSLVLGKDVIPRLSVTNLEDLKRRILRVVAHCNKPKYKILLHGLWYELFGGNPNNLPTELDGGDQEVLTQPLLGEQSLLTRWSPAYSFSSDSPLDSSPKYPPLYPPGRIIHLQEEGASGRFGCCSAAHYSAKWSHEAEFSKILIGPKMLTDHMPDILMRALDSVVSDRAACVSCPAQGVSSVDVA
CAL PDZ FP-1: CAL PDZ peptide-binding inhibitors, primary screen, biochemical, fluorescence polarization, Cer-tagged CAL PDZ, HTS | purified CAL PDZ, TMR-peptide fluorescence polarization, 1 h | inhibition, % at 20 µM | actives 0.02% (n = 330,000) | AID 504414, 2011;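 active = highest replicate inhibition of at least 40%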;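 also: plate controls were DMSO neutral control wells for no effect and unlabeled competitor peptide control wells for full effect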
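material = purified tagged CAL PDZ domain construct (CerCALP) | buffer or medium = sodium phosphate/NaCl buffer pH 7.4 with TCEP, IgG, Thesit | reagent = TMR-labelled reporter peptide T*-PRC34 bound in PDZ groove | incubation = 1 h room-temperature incubation prior to read | measured by = fluorescence polarization (mP) | evaluation = percent inhibition from loss of millipolarization | control set = unlabelled peptide and DMSO controls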
RTF Ca sens inh: cardiac RTF calcium sensitivity inhibitors, primary screen, biochemical, IANBD-TnC fluorescence, EC70 calcium | Troponin I, cardiac muscle (Homo sapiens) + Troponin T, cardiac muscle (Homo sapiens) + … | IANBD-labeled cardiac RTF, Ca2+ fluorescence | inhibition, % at 7.15 µM | actives 0.12% (n = 340,000) | AID 493244, 2011;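 active = inhibition above the mean inhibition of all tested compounds plus 3 SD, cut at about 17% in these data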;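 also: assay run at fixed EC70 calcium of 1.6 mM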
CAL PDZ FP-2: untagged CAL PDZ binding inhibitors, primary screen, biochemical, fluorescence polarization, HTS; purified CAL PDZ, TMR-peptide fluorescence polarization, 1 h; inhibition, % at 24.9 µM; actives 0.92% (n = 300,000); AID 602252, 2012;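 active = mean inhibition of at least 30% with at least half of replicates also reaching 30%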;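 also: 0% = DMSO neutral control and 100% = excess unlabeled competitor peptide PRC23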
Rtt109 HAT inh: inhibitors of C. albicans Rtt109/Vps75 HAT, primary screen, biochemical, ThioGlo CoA-SH fluorescence, plate reader | purified Rtt109/Vps75, 4 h | inhibition, % at 34.9 µM | actives 0.16% (n = 330,000) | AID 540336, 2011;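 active = inhibition of at least 50% in every replicate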
Target sequence (Q5AAJ8 whole entry, looked up): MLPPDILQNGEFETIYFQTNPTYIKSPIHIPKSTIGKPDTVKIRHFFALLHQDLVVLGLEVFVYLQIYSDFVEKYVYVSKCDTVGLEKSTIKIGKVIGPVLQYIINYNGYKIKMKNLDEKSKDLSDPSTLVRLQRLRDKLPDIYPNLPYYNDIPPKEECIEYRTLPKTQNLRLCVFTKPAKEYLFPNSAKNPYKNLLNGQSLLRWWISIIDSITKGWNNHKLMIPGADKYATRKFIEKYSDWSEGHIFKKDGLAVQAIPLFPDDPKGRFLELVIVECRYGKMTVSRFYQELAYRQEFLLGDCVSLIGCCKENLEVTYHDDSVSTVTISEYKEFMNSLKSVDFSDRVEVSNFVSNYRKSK
Starred values were filed as active, the others as inactive; · = not tested or not shown; & = joins results of further samples.

SMILES	C-LANA FP	PKA-R2B act	Keap1 Nrf2 FP	cardiac RTF act	SR-BI DiI-HDL act	DAGLB inhibitor	CAL PDZ FP-1	RTF Ca sens inh	CAL PDZ FP-2	Rtt109 HAT inh
CCOc1ccc(NC(=O)C2CCCN(C)C2)cc1 (centres undefined)	-0.3	2.2	1.7	8.4	2.1	-0.7	1.4	-1.9	-5.5	23.1
O=C(COC(=O)/C=C/c1cccc(Cl)c1)NCCc1ccc(Cl)cc1Cl	-0.5	0.7	-0.4	-7.2	83.3*	-6.2	-1.0	-13.8	·	0.3
COc1ccccc1CNC(=S)Nc1ccc(S(N)(=O)=O)cc1	-0.2	0.7	-9.7	2.5	6.6	1.8	-5.2	-7.5	14.6	-2.2
CCOC(=O)Nc1ccccc1N1C(=O)c2ccccc2C1=O	-1.1	7.6	-2.2	-5.4	0.1	0.8	1.3	-3.1	4.3	-1.0
Cc1ccccc1NC(=O)C1CCCN(C(=O)NCc2ccccc2)C1 (centres undefined)	-1.2	5.3	-4.0	-4.5	10.2	-1.5	0.1	-8.9	·	-7.2
CCOC(=O)C1CC2CC(C1)CN(C(=O)C1CCCCC1)C2 (centres undefined)	2.1	6.2	-4.7	-0.1	22.8	0.0	-1.7	-3.2	2.1	-5.4
CCC1CCCCN1S(=O)(=O)c1ccc(NC(=O)C2CCCO2)cc1 (centres undefined)	0.2	-1.9	1.3	7.4	-24.7	0.7	-2.1	-8.9	0.3	0.4
COc1cccc(NC(=O)/C=C/c2ccc(S(=O)(=O)N3CCOCC3)cc2)c1	0.3	5.0	3.6	0.3	-61.4	-1.0	-1.3	4.3	·	10.7
Cc1ccc(OCC(=O)NCCO)cc1C	0.0	1.2	1.9	-1.1	3.6	0.0	-1.9	-2.5	-1.5	1.1
O=C(COC(=O)c1cc[n+]([O-])cc1)Nc1ccc(Br)cc1	-0.6	7.8	-1.7	-4.8	-3.4	-0.1	-0.2	-2.2	·	11.2
C/C(=N\N(Cc1ccccc1)c1ccccc1)c1cccnc1	3.2	-0.9	3.1	0.7	9.6	-0.6	-2.5	-5.3	-0.1	4.0
COc1ccc(C(CNC(=O)c2cc(C)oc2C)N2CCOCC2)cc1 (centres undefined)	0.8	-6.4	4.2	3.8	12.7	1.4	-0.3	-6.6	10.5	1.2
CN(C)c1cccc(N(C)C)c1CNC(=O)NC(=O)c1c(F)cccc1F	1.8	-4.5	-3.8	2.6	-0.7	1.7	-2.3	2.9	-1.5	-1.8
O=C(NNS(=O)(=O)c1ccc(F)cc1)c1ccccc1O	-1.8	8.3	-2.2	5.2	3.0	-0.8	-4.1	1.4	·	2.9
COc1cc2c(cc1NC(=O)CSc1ccccc1)oc1ccccc12	1.0	0.8	2.1	-9.1	·	-18.0	-2.4	3.9	-0.8	-7.4
O=C(CNC(=O)c1ccco1)OCN1C(=O)c2ccccc2C1=O	1.1	8.1	-2.7	7.7	6.1	-1.0	-0.3	0.0	-0.4	2.4
O=C(c1cnc2sccn2c1=O)N1CCc2ccccc2C1	0.2	-1.3	0.7	1.1	12.9	3.5	0.1	-13.0	-3.5	7.1
COc1ccc(S(=O)(=O)N2CCCOC2CNC(=O)C(=O)NCc2cccnc2)cc1 (centres undefined)	1.9	-0.3	5.4	-2.1	12.3	-0.3	-1.3	0.3	·	-3.5
CCc1sc(C(=O)Nc2ccc(OC)c(S(=O)(=O)N3CCOCC3)c2)cc1C	-3.8	-5.5	-4.0	2.0	-72.0	-1.7	-1.3	-4.2	-2.8	0.4
CCCCCn1c(=O)[nH]c2cc(C(=O)NCCN3CCCCC3C)ccc2c1=O (centres undefined)	-0.8	6.5	-1.0	-2.4	8.9	5.0	-3.1	5.4	-2.6	-7.2
CSCCC(=O)Nc1cc(S(=O)(=O)N2CCOCC2)ccc1N1CCN(C)CC1	-0.9	-0.3	-3.4	2.1	-5.7	-1.1	-0.4	0.2	1.9	-5.8
CNC(=S)NCCc1cc2c(OC)ccc(OC)c2[nH]c1=O	-1.1	0.1	-0.6	-3.1	3.4	0.1	-1.9	-7.9	-2.2	-0.3
Cn1c(NCc2cccs2)nc2ccccc21	-0.9	-9.8	8.4	4.5	-21.3	-1.3	0.2	-3.3	·	9.5
CNC(=O)c1[nH]cnc1C(=O)N[C@@H](CC(C)C)C(=O)OCc1ccccc1	-0.7	-2.3	-2.9	-0.5	27.2	6.4	-0.4	7.5	4.4	-3.2
Nc1c(C(=O)NCc2ccco2)c2nc3ccccc3nc2n1CCc1ccccc1	0.5	-12.4	3.3	-4.5	-2.6	2.4	-1.5	2.3	-2.8	-31.9

Copied from the list:
O=C(NNS(=O)(=O)c1ccc(F)cc1)c1ccccc1O @ CAL PDZ FP-1 = -4.1
COc1ccc(C(CNC(=O)c2cc(C)oc2C)N2CCOCC2)cc1 (centres undefined) @ C-LANA FP = 0.8
Cc1ccc(OCC(=O)NCCO)cc1C @ Rtt109 HAT inh = 1.1
COc1ccc(S(=O)(=O)N2CCCOC2CNC(=O)C(=O)NCc2cccnc2)cc1 (centres undefined) @ DAGLB inhibitor = -0.3

Returning to the listing, repeating the 2 entries before the break.
SMILES	C-LANA FP	PKA-R2B act	Keap1 Nrf2 FP	cardiac RTF act	SR-BI DiI-HDL act	DAGLB inhibitor	CAL PDZ FP-1	RTF Ca sens inh	CAL PDZ FP-2	Rtt109 HAT inh
CNC(=O)c1[nH]cnc1C(=O)N[C@@H](CC(C)C)C(=O)OCc1ccccc1	-0.7	-2.3	-2.9	-0.5	27.2	6.4	-0.4	7.5	4.4	-3.2
Nc1c(C(=O)NCc2ccco2)c2nc3ccccc3nc2n1CCc1ccccc1	0.5	-12.4	3.3	-4.5	-2.6	2.4	-1.5	2.3	-2.8	-31.9
COC(=O)c1cc(NC(=O)CN2CCc3cc4c(cc3C2)OCCCO4)cc(C(=O)OC)c1	0.7	-3.7	-5.9	4.9	-8.9	-2.5	0.2	-6.5	0.1	9.1
CCCC(=O)Nc1ccc2nc(SCC(=O)Nc3nccs3)sc2c1	-0.9	-9.3	-1.6	-2.6	40.6	0.8	-2.1	5.5	-2.7	-1.2
CCOc1ccccc1NC(=O)C(C)N1C(=O)c2ccccc2S1(=O)=O (centres undefined)	0.9	3.8	1.0	5.4	-11.3	-1.5	-2.5	-10.0	-0.5	27.7
CCN1CCN(Cc2ccc(NC(=O)c3ccc(C)c(NC(=O)c4ccno4)c3)cc2C(F)(F)F)CC1	2.7	-5.3&-2.6	-6.3	-6.5	-32.4	-2.3&-5.0	-2.2	-2.7	-9.7	0.6
CC(C)(C)NC(=O)C[C@H]1C[C@H](C(=O)N2CCOCC2)[C@@]2(C)c3[nH]c4ccc(Cl)cc4c3CCN2C1=O	1.7	-6.1	4.8	-6.0	-6.5	1.5	0.2	-4.5	-2.6	1.7
OCC1(CCOc2ccccc2)CCN(Cc2cn[nH]c2-c2ccc(F)cc2)CC1	1.7	-0.9	2.8	3.9	8.5	0.1	-0.3	-0.6	-6.6	9.5
Cc1cc(NC(=O)c2ccc(F)cc2)n(-c2ccccn2)n1	0.2	-9.9	-3.1	6.0	-39.7	-5.4	-2.3	-3.4	11.7	6.1
Cc1cc(C)cc(OC(C)c2ccnc3nc(/N=C/N(C)C)nn23)c1 (centres undefined)	-0.4	8.5	-0.4	0.6	1.9	-3.1	-0.2	-5.3	·	0.5
CC(C)N(C(=O)COC(=O)c1ccc(Cl)nc1)C(C)C	0.8	-10.4	-3.3	0.7	13.0	0.5	7.6	-18.6	-0.6	-6.1
Cc1cccc(OCCNC(=O)c2ncn[nH]2)c1	2.6	4.5	4.9	-0.4	10.9	-0.1	-0.5	0.4	-0.2	-7.5
CCC(C)c1ccccc1NC(=O)C(C)OC(=O)c1ccco1 (centres undefined)	1.3	5.3	3.8	-2.0	22.1	0.7	-2.8	-11.6	-1.3	-4.4
c1ccc(-c2nc[nH]c2-c2ccccc2)cc1	-0.5	-1.3	-5.0	-3.3	41.8	2.3	·	-7.1	-3.6	-9.2
COc1ccc(CN(CC2CCC(C(=O)O)CC2)C(=S)Nc2ccc(C)c(Cl)c2)cc1 (centres undefined)	-0.2	4.5	-1.3	-0.2	4.8	0.9	0.2	-6.1	-3.6	·
O=C(CCc1nnc2ccc(NCc3ccc(Cl)cc3)nn12)NC1CCCCC1	0.8	-4.8	-2.9	-3.9	12.7	-2.7	-4.1	-0.2	-1.6	-5.1
CCC(C)[C@H](NC(=O)[C@@H]1Cc2c([nH]c3ccccc23)C2c3ccccc3C(=O)N21)C(=O)N1CCC[C@@H]1C(=O)O (some centres undefined)	-0.7	6.2	-6.4	8.6	7.0	0.6	0.1	-2.7	-3.7	0.8
COc1ccc(C(=O)Nc2cc(C)nn2-c2ccc(F)cc2)cc1	1.0	-11.7	-4.9	-4.8	·	-1.1	-2.7	-6.3	-4.7	-12.1
C/C(=N\NC(=O)Cc1ccc([N+](=O)[O-])cc1)c1cccnc1	0.8	-13.0	0.5	2.5	28.0	0.5	-1.9	1.7	8.5	0.6
Cc1ccc(NC(=S)NNC(=O)c2cn(C)nc2C)cc1	0.6	-1.4	-2.4	0.4	2.5	-1.1	-0.9	0.6	-1.2	2.5
CC(C)N(C(=O)C(=O)c1cccn1-c1ccccc1C#N)C(C)C	-0.3	-5.8	-3.8	1.0	-1.1	0.1	-2.0	-6.3	-2.1	4.7
CC(=O)Nc1ccc(NS(=O)(=O)c2cc(C)sc2C)cc1	0.0	6.4	-6.1	-1.0	17.8	2.4	-1.9	0.0	0.8	5.1
Cc1[nH]c2ccccc2c1C(C[N+](=O)[O-])c1ccco1 (centres undefined)	3.0	-11.5	0.6	-0.9	-5.7	1.8	-1.6	-5.4	3.8	2.3
CCOc1ccc2[nH]c3nc(SCC(=O)OC(C)C)nnc3c2c1	-0.4	2.5	-0.3	-6.7	2.1	-3.5	-0.6	-1.5	7.6	6.6

Compound activity: PubChem, several laboratories
